Bioassay records as filed in PubChem BioAssay.
ANO1 block: inhibitors of mouse TMEM16A calcium-activated chloride channel; Q8BHY3; HEK293 TMEM16A/YFP iodide influx fluorescence, ionomycin; normalized B-score (activity score, 25-100; higher = stronger inhibition) at 10 µM; 1.2% of 310,000 active; AID 588511;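 active means ratio plate-corrected score three or more library SD toward inhibition, starting fluorescence score within five deviations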;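 further: score derived from kinetic fluorescence span divided by baseline fluorescence per well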
TRPC4 agonist: TRPC4 (mouse) channel activation; HEK293 TRPC4beta/mu-opioid, Fluo4 calcium fluorescence; hits give high values; B-score at 10 µM; 0.49% of 310,000 active; AID 2237;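 active means B-score above 5 SD of library B-scores, and initial fluorescence ratio not above library mean plus 5 SD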;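 further: positive B-score marks a calcium rise read as TRPC4 activation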
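system = HEK293 cells stably co-expressing mouse TRPC4beta and mu-opioid receptor | schedule = Fluo4 dye loading 45 min at room temperature, 110 s recording | measure = B-scored integrated calcium fluorescence ratio | signal = Fluo4 calcium-sensitive dye fluorescence, kinetic, 1 Hz baseline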
TRPC6 inhibitor: inhibitors of mouse TRPC6 channel; B-score at 10 µM; HEK293-TRPC6, membrane potential dye, ACh-evoked depolarization; hits give low values; AID 2553; 1.1% of 310,000 active;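 active means B-score under library mean minus 3 SD, initial fluorescence not abnormally high, positive integrated signal ratio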;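 further: B-score derived from integrated fluorescence ratio over the kinetic read; more negative B-score means stronger inhibition of depolarization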
Target sequence (Q61143 whole entry, looked up): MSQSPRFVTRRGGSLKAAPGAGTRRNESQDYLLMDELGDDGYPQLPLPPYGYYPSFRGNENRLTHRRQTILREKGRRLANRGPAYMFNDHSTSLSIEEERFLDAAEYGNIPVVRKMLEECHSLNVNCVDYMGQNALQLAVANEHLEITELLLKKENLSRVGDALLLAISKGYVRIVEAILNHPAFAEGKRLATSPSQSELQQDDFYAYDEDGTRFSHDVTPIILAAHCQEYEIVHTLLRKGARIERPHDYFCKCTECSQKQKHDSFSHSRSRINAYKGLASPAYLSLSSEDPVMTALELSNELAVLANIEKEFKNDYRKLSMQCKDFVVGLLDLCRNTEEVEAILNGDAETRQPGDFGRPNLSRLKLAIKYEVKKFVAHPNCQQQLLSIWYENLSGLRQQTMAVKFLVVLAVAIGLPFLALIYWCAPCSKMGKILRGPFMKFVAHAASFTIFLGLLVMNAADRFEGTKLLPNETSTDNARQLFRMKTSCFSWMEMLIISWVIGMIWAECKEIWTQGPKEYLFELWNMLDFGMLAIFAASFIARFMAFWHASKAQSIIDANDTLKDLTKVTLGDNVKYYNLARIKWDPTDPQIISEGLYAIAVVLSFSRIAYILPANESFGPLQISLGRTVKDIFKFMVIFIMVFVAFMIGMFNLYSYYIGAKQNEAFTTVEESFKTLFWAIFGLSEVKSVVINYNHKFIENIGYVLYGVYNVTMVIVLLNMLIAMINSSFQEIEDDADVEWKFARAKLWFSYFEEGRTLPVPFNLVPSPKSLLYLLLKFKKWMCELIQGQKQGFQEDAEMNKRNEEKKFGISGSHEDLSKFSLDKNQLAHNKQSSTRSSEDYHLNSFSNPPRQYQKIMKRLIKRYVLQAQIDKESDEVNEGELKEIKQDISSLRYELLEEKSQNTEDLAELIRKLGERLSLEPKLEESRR
TRPC6 activator: activates the mouse TRPC6 cation channel; HEK293-TRPC6 membrane potential dye fluorescence; hits give high values; B-score at 10 µM; 0.13% of 310,000 active;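 active means B-score of the integrated fluorescence ratio above library mean plus 3 SD, and starting fluorescence ratio within library mean plus 5 SD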;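 further: higher score means more depolarization so channel activation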
MrgX1 agonist: agonists of human MrgX1 receptor | 0.44% of 310,000 active | MrgX1-HEK293 cells, Fluo-4 calcium fluorescence, agonist mode; hits give high values | B-score at 10 µM;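 active means calcium response B-score plate-corrected fluorescence ratio at least 3 library SD, with starting fluorescence B-score inside 5 SD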
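Material: MrgX1-expressing HEK293 cells / Dosing: compound as first of three additions / Incubation: overnight seeding, then 1 h dark dye loading / Signal: Fluo-4 NW calcium fluorescence / Evaluation: B-scored fluorescence response ratio / Benchmarks: positive and negative control wells on each plate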
TRPC4 block: TRPC4 (mouse) channel inhibition | Q9QUQ5 | HEK293 TRPC4beta/mu-opioid, DAMGO-evoked Fluo4 calcium flux; hits give low values | B-score at 10 µM | 0.39% of 300,000 active | AID 2247;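 active means B-score over 3 SD under the library average, no early fluorescence shift, positive overall ratio signal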
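Test system – stable TRPC4beta/mu-opioid receptor HEK293 cells · Probe or stimulus – DAMGO, a submaximal dose followed by a maximal one · Dosing – one concentration per compound · Signal – Fluo4 calcium fluorescence by kinetic imaging, 5 s 1 Hz baseline · Evaluation – per-well B score of integrated baseline-normalized Fluo4 ratio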
SKKanGAS inh: inhibitors of SKKanGAS S. pyogenes growth in kanamycin (SK-promoter or general growth effect) | inhibition, % at 7.5 µM | BacTiter-Glo, 6 h | 1.3% of 300,000 active;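 active means mean replicate score, as percent of positive control median, at least 50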;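 further: strain carries kanamycin resistance gene driven by streptokinase promoter and grows in 40 µg/ml kanamycin; loss of luminescence reflects streptokinase promoter inhibition or plain growth inhibition; 0% = median of DMSO wells and 100% = positive control at its reference dose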
TRPC4 potent: allosteric potentiators of mouse TRPC4 channel. Q9QUQ5. HEK293 TRPC4beta/mu-opioid, DAMGO EC20, Fluo-4 Ca2+ flux; hits give high values. B-score at 10 µM. 0.42% of 310,000 active. AID 2227;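 active means B-score of calcium response area above 5 SD of library B-scores, with initial fluorescence ratio within 5 SD of library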;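 further: B-score of integrated fluorescence ratio over time as area under calcium response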
MrgX1 antagonist: blocks BAM8-22 activation of human MrgX1 receptor | MRGX1-HEK293 calcium flux, Fluo-4, BAM8-22 antagonism; hits give low values | 1.3% of 310,000 active | B-score at 10 µM | Q96LB2;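 active means calcium-response B-score plate-corrected more than 3 library SD below zero, starting fluorescence within 5 deviations, no agonist response on first addition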;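 further: peak minus trough fluorescence over baseline after final BAM8-22 challenge near maximal dose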
TMEM16A act: activators or potentiators of mouse TMEM16A chloride channel | Q8BHY3 | HEK293 TMEM16A/YFP-H148Q/I152L, iodide quench fluorescence; hits give low values | B-score at 10 µM | 0.3% of 340,000 active | AID 623877;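 active means fluorescence-ratio B-score plate-corrected deviation score at least 3 library SD below zero, with starting fluorescence score within 5 deviations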;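 further: channel opened by trigger with iodide after compound preincubation; score built on the fluorescence ratio of max minus min over baseline; more negative score means more quench and so TMEM16A activation or potentiation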
MrgX1 allo act: human MrgX1 positive allosteric modulation, primary screen; 0.63% of 310,000 active; AID 588675; B-score at 10 µM; Q96LB2; MrgX1-HEK293, Fluo-4 calcium flux, FDSS; hits give high values;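 active means plate-corrected calcium response at least 3 library SD above typical, normal starting fluorescence, not activating the receptor alone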;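 further: compound read alongside a low EC10 to EC30 dose of BAM8-22 agonist; peak minus trough fluorescence over baseline measured at the second addition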
* = called active by the depositor; i = inactive; · = no result given. Not a hit list. About 6.7% of those tested had a hit in this group.

SMILES,ANO1 block,TRPC4 agonist,TRPC6 inhibitor,TRPC6 activator,MrgX1 agonist,TRPC4 block,SKKanGAS inh,TRPC4 potent,MrgX1 antagonist,TMEM16A act,MrgX1 allo act
O=S(=O)(Nc1ccccc1C(F)(F)F)c1ccc(-c2ccccn2)s1,i,i,i,i,i,i,13,i,i,i,i
O=C(Nc1ccccc1)c1ccc(CN2CCC(Cc3ccccc3)CC2)cc1,i,i,i,i,i,i,-5,i,i,i,i
Cc1ccc(N/C=C/C(=O)c2ccco2)c(O)c1,i,i,i,i,i,i,6,i,i,i,i
Cc1ccc(NC(=O)CC2S/C(=N/c3nccs3)N(C)C2=O)cc1C (centres undefined),i,i,i,i,i,i,5,i,i,i,i
O=C(CCCN1C(=O)/C(=C\c2ccco2)SC1=S)Nc1cccc2ccccc12,i,i,i,i,i,i,9,i,i,i,i
CCCCc1cc(=O)oc2c(C)c(OCC(=O)N3CCC(C(=O)O)(c4ccccc4)CC3)ccc12,i,i,i,i,i,i,27,i,i,i,i
COc1cc(SC)ccc1C(=O)Nc1cccc(S(=O)(=O)NC2=NCCCCC2)c1,i,i,i,i,i,i,-5,i,i,i,i
C=CCn1c(-c2sc3nc(C)cc(C)c3c2N)n[nH]c1=S,i,i,i,i,i,i,-6,i,i,i,i
O=C(O)C1[C@H]2C(=O)N(Cc3cccs3)C[C@]23C=C[C@H]1O3 (some centres undefined),i,i,i,i,i,i,-8,i,i,i,i
COc1ccccc1N1CCN(C(=O)c2cc(-c3ccc(Cl)c(Cl)c3)on2)CC1,i,i,i,i,i,i,2,i,i,i,i
COc1ccc(C(=O)CSc2nnc(CNC(=O)c3ccc(OC)cc3)n2C)cc1,i,i,i,i,i,i,-3,i,i,i,i
CCOc1ccc(NC(=O)CN(C)C(=O)c2cccnc2Sc2ccc(Cl)cc2)cc1OCC,i,i,i,i,i,i,2,i,i,i,i
CC1(c2ccccc2Br)NC(=O)N(CC(=O)Nc2ccc(S(N)(=O)=O)cc2)C1=O (centres undefined),i,i,i,i,i,i,4,i,i,i,i
Cc1ccc(NC(=O)CSc2n[nH]c(-c3ccco3)n2)cc1,i,i,i,i,i,i,-6,i,i,i,i
CCOC(=O)C1(CCOc2ccccc2)CCN(Cc2ccc(OC)cc2)CC1,i,94*,i,i,i,i,-5,i,i,i,i
O=C(Nc1cccc(NC(=O)c2ccc(-c3ccc(Br)cc3)o2)c1)c1ccco1,i,i,i,i,i,i,37,i,i,i,i
O=c1c2[nH]c3ccc(Br)cc3c2ncn1Cc1ccncc1,i,i,i,i,i,i,-18,i,i,·,i
Cc1ccc2cc(CN(CCCN3CCOCC3)C(=O)NC3CCCCC3)c(=O)[nH]c2c1C,i,i,i,i,i,i,4,i,i,i,i
Cc1cc(C)n2nc(C(=O)Nc3cccc(S(=O)(=O)N(C)c4ccccc4)c3)nc2n1,i,i,i,i,i,i,-3,i,i,i,i
COC(=O)[C@H](Cc1ccccc1)NC(=O)NC(C)CCc1ccccc1 (some centres undefined),i,i,i,i,i,i,-4,i,i,i,i
COC(C[C@@H](O)CC(=O)COCc1ccccc1)OC,·,i,i,i,·,i,0,i,·,i,·
Fc1ccc(COc2ccccc2CNc2nn[nH]n2)cc1,i,i,i,i,i,i,4,i,i,i,i
COC(=O)CCSCC(=O)Nc1cc(C)on1,i,i,i,i,i,i,-1,i,i,i,i
CC1CCN(C(=O)COC(=O)c2ccc(Br)o2)CC1,i,i,i,i,i,i,-3,i,i,i,i
O=C(NCCCN1CCOCC1)c1cccc(NC(=O)c2ccccc2)c1,i,i,i,i,i,i,-7,i,i,i,i
O=C(NC1CC1)c1ccc2c(Cl)c3c(nc2c1)CCCC3,i,i,i,i,i,i,-9,i,i,i,i
COc1ccc(C(C)=O)cc1COc1ccc(Cl)c(C)c1,i,i,i,i,i,i,-3,i,i,i,i
COc1ccc(-c2cc3nc(-c4ccccc4)cc(N4CCCC(O)C4)n3n2)cc1 (centres undefined),i,i,i,i,i,i,54*,i,i,i,i
COc1cc(/C=C/c2cc(C(=O)O)c3ccccc3n2)cc(OC)c1O,i,i,i,i,i,i,9,i,i,i,i
OC(c1ccccn1)C1CCN(Cc2nc(C(c3ccccc3)c3ccccc3)no2)CC1 (centres undefined),i,i,i,i,i,i,-12,i,i,i,i

SMILES,ANO1 block,TRPC4 agonist,TRPC6 inhibitor,TRPC6 activator,MrgX1 agonist,TRPC4 block,SKKanGAS inh,TRPC4 potent,MrgX1 antagonist,TMEM16A act,MrgX1 allo act
Cc1ccc(-n2ncc3c(=O)n(Cc4cccnc4)cnc32)cc1,·,i,i,i,·,i,1,i,·,i,·
O=C(Cc1ncc(C(F)(F)F)cc1Cl)N1CCN(c2ccccn2)CC1,i,i,i,i,i,i,-7,i,i,i,i
Cc1ccccc1N1C(=O)C2ON(c3ccccc3)C(c3ccco3)C2C1=O (centres undefined),i,i,i,i,i,i,2,i,i,i,i
COc1cccc(C(=O)NNC(=O)c2ccccc2-n2cccc2)c1,i,i,i,i,i,i,-1,i,i,i,i
N=c1c2c(-c3ccccc3)c(-c3ccccc3)n(Cc3ccccc3)c2ncn1CCCO,i,i,-7.3*,i,i,i,-2,i,i,i,i
O=C(c1ccc2c(=O)n(-c3ccccc3)c(=S)[nH]c2c1)N1CCCCC1,i,i,i,i,i,i,3,i,i,i,i
Cc1cccn2c(=O)nc(SCC(=O)N3N=C(c4cccs4)CC3c3ccc(F)cc3)nc12 (centres undefined),·,i,i,i,·,i,25,i,·,i,·
CCOC(=O)c1[nH]c(C)c(C(=O)OCC(=O)NC(=O)NC(C)(C)C)c1C,i,i,i,i,i,i,2,i,i,i,i
O=C1c2ccccc2C(=O)C1c1ccccc1F,i,i,i,i,i,i,1,i,i,i,i
Cn1nc(C(F)(F)F)c(C(=O)Nc2ccc(F)cc2F)c1Sc1ccc(Cl)cc1,i,i,i,i,i,i,3,i,i,i,i
CN(C)C(=O)CSc1nc2ccc(C(=O)c3ccccc3)cc2[nH]1,i,i,i,i,i,i,-7,i,i,i,i
COc1ccc(-c2ccc(CCC(=O)O)n2C(C)C)cc1,i,i,i,i,i,i,-1,i,i,i,i
CCCn1c2ccccc2c2cnn(CC(=O)NC3CCCCC3)c(=O)c21,i,i,i,i,i,i,-10,i,i,i,i
COc1cc(C(=O)N/N=C/c2ccc(OC(=O)N3CCOCC3)cc2)cc(OC)c1OC,i,i,i,i,i,i,-7,i,i,i,i
Cc1cccc(C)c1-n1c(SCC(=O)N2CC(=O)Nc3ccccc32)nc2ccccc2c1=O,i,i,i,i,i,i,4,i,i,i,i
O=C1CS/C(=N\N=C\c2ccccc2Cl)N1CC1CC1,i,i,i,i,i,i,17,i,i,i,i
CC(C)CC(=O)NC(=S)NCc1ccccc1,i,i,i,i,i,i,4,i,i,i,i
CCCCC1=CC2=CC(=O)C(C)(OC(=O)CC)C(=O)C2=CN1CCc1ccccn1 (centres undefined),i,i,i,i,i,i,2,i,i,i,i
CCOc1ccccc1/C=C/c1onc(C)c1S(=O)(=O)N1CCC(C(=O)NC)CC1,i,i,i,i,i,i,-4,i,i,i,i
CCCOc1ccc(CNC(=O)Cc2cccs2)cc1,i,i,i,i,i,i,-4,i,i,i,i
C=CCn1c(=S)sc2c(=O)[nH]cnc21,i,i,i,i,i,i,-1,i,i,i,i
COCCN(Cc1nc(C2(c3ccc(C)cc3)CCCC2)no1)C(C)C,i,i,i,i,i,i,-2,i,i,i,i
CCCCn1c(SCC(=O)N2CC(C)CC(C)C2)nc2cc(S(N)(=O)=O)ccc21 (centres undefined),i,i,i,i,i,i,-1,i,i,i,i
Cc1nc(C)c(C(=O)C2=C(O)C(=O)N(CCN3CCOCC3)C2c2ccco2)s1 (centres undefined),i,i,i,i,i,i,3,i,i,i,i
CCOC(=O)c1c(C)[nH]c(C(=O)OCC(=O)N2CCc3ccccc32)c1C,i,i,i,i,i,i,0,i,i,i,i
CSc1nc(N(C)NC(=O)c2ccc(F)cc2)c2ccccc2n1,i,i,i,i,i,i,5,i,i,i,i
Cn1c(CCNC(=O)C2CCCCC2)nc2cc(NC(=O)c3cccs3)ccc21,·,i,i,i,·,i,-6,i,·,i,·
COCCNC(=O)CSc1ncnc2sccc12,i,i,i,i,i,i,3,i,i,i,i
CCOC(=O)c1c(C)[nH]c(C(=O)COC(=O)c2ccccn2)c1C,i,i,i,i,i,i,9,i,i,i,i
O=C(O)c1cc(S(=O)(=O)Nc2ccccc2C(=O)O)ccc1O,i,i,i,i,i,i,-3,i,i,i,i

SMILES,ANO1 block,TRPC4 agonist,TRPC6 inhibitor,TRPC6 activator,MrgX1 agonist,TRPC4 block,SKKanGAS inh,TRPC4 potent,MrgX1 antagonist,TMEM16A act,MrgX1 allo act
Cc1cc(C)cc(OCC(=O)O/N=C(\N)Cc2ccc([N+](=O)[O-])cc2)c1,i,i,i,i,i,i,2,i,i,i,i
COC(=O)c1[nH]c2ccc(C)cc2c1NC(=O)CN1CCN(C(=O)c2ccccc2)CC1,i,i,i,i,i,i,21,i,i,i,i
CCn1c(SCc2nc3sc(C(=O)O)c(C)c3c(=O)[nH]2)nc2ccccc21,i,i,i,i,i,i,17,i,i,i,i
CC(C)c1ccccc1NC(=S)NCc1ccccc1F,i,i,i,i,i,i,-1,i,i,i,i
Cc1ccc(NC(=O)NC2CC(=O)N(c3ccc4c(c3)OCCO4)C2)cc1C (centres undefined),i,i,i,i,i,i,7,i,i,i,i
CCc1cccc2c(C(=O)Cn3nnc(-c4ccc(OC)c(OC)c4)n3)c[nH]c12,i,i,i,i,i,i,21,i,i,i,i
Cc1ccc2[nH]c(=O)c(CNC(C)C)cc2c1,i,i,i,i,i,i,6,i,i,i,i
O=C(CC(=O)Nc1cccnc1)Nc1cccnc1,i,i,i,i,i,i,8,i,i,i,i
Cc1ccc(C(=O)O/N=C(\c2ccccc2)c2cccnc2)cc1,i,i,i,i,i,i,-11,i,i,i,i
